# Assay outcomes as filed in PubChem.
# EphB4 antag: EphB4-ephrin-B2 interaction antagonism | AID 720 | 97,000 tested, 0.15% active | EphB4 LBD / TNYL-RAW-Alexa532 peptide, fluorescence polarization | inhibition, % at 7 µM;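 active = inhibition above the screen-wide mean inhibition plus 3 SD, cut at about 15% in these data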;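 also: 0% = DMSO wells and 100% = excess unlabeled TNYL-RAW peptide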
# CYP2C19 inhib: blocks human cytochrome P450 2C19; P33261; CYP2C19 Supersomes, luciferin-H EGE luminescence, 30 min; inhibition, % at 5 µM; 96,000 tested, 21% active;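 active = CYP2C19 inhibition above a set limit at 5 µM in the primary screen, cut at about 50% in these data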;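 also: plate controls were negative control wells for no effect and 2.5 mM tranylcypromine positive control for full effect; values of inactives mirror those of a sister screen read the other way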
# Target sequence (P33261 whole entry, looked up): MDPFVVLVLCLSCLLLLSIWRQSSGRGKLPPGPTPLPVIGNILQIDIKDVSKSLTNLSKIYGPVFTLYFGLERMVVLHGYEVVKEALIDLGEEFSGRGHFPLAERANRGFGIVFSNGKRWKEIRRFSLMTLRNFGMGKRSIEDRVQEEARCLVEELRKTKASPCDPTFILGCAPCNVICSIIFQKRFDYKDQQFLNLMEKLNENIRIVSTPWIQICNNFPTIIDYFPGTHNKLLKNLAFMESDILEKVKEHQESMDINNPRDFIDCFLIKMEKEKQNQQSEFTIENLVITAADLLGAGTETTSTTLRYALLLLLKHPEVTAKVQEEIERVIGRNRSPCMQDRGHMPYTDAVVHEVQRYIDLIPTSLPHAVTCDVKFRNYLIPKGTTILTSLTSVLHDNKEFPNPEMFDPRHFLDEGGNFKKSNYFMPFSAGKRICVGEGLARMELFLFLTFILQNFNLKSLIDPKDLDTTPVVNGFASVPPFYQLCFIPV
# PLAP activator: activators of human placental alkaline phosphatase | 96,000 tested, 1.2% active | AID 696 | P05187 | purified PLAP enzyme, luminescent substrate read-out; hits give high values | activation fold at 20 µM; in the data active = activation fold above about 2
# Target sequence (P05187 whole entry, looked up): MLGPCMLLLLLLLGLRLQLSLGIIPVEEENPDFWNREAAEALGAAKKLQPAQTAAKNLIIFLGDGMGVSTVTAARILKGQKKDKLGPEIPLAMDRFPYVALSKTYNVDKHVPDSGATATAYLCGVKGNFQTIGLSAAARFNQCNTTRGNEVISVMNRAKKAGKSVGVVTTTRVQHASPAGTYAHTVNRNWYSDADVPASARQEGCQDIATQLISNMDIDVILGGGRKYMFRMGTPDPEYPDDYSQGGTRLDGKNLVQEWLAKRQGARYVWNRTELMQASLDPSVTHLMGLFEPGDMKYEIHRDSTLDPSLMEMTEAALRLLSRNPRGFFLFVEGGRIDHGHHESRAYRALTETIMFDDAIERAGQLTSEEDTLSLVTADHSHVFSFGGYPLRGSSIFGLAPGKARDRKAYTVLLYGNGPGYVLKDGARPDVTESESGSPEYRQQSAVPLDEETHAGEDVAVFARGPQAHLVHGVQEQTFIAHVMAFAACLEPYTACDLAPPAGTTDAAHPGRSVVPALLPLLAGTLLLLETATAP
# PostGolgi yeast: growth inhibition of a yeast mutant, post-Golgi transport screen; 98,000 tested, 0.9% active; AID 739; post-Golgi transport phenotypic cell assay; inhibition, % at 10 µM; in the data active = inhibition above about 30%;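 also: yeast cells grown in 1536-well plates; yeast grown about 18 h at 30C before absorbance read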
# CYP2C19 activ: activators of human cytochrome P450 2C19 | recombinant CYP2C19, luciferin-H EGE luminescence; hits give high values; 0 = fully inhibited enzyme, 1 = untreated enzyme | activation factor at 5 µM | 96,000 tested, under 10 active;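 active = activation factor of at least 2 at 5 µM in the primary screen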;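 also: 0 = wells with 2.5 mM tranylcypromine and 1 = vehicle-only wells; values of inactives mirror those of a sister screen read the other way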
# CYP2C9 act: activators of human CYP2C9; P11712; recombinant CYP2C9, luciferin-H conversion, luminescence; hits give high values; factor 1 = untreated enzyme, 0 = blocked; activation factor at 5 µM; 96,000 tested, 1.4% active; AID 1024;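 active = activation factor of 2 or more for CYP2C9 at a 5 µM dose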;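 also: 0 = sulfaphenazole-blocked wells and 1 = vehicle-only wells; values of inactives mirror those of a sister screen read the other way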
# CYP2C9 inhib: blocks human cytochrome P450 2C9. CYP2C9 Supersomes, luciferin-H conversion, luminescence. inhibition, % at 5 µM. 96,000 tested, 20% active. AID 777;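 active = blocking of liver enzyme CYP2C9 beyond about 50% at 5 µM, limit read from the data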; also: values of inactives mirror those of a sister screen read the other way
# E coli WT exp: blocks growth of wild type E. coli BW25113; OD600 absorbance; growth inhibition, % at 100 µM; 98,000 tested, 0.15% active; AID 710;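 active = growth inhibition above about 50% at one test dose, limit read from the data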;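 also: growth measured after 20 h incubation at 37 °C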
# Pyk2 oligo antag: blocks oligomerization of human Pyk2 in cells. 99,000 tested, 0.83% active. z-score (the deposit names both 25 µM and 10 µM). Q293 cells, Pyk2 FERM NanoBiT luminescence; hits give low values. Q14289;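 active = Z-score of -3 or lower, scaled per plate to the spread of control and sample wells; inactive = z-score above -3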;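 also: negative z-score means lost luminescence so less FERM oligomerization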
# Active calls of the source: *; x = not tested or not shown. Rows were taken by chance, and some 31% of all compounds hit somewhere here.
canonical_smiles	EphB4 antag	CYP2C19 inhib	PLAP activator	PostGolgi yeast	CYP2C19 activ	CYP2C9 act	CYP2C9 inhib	E coli WT exp	Pyk2 oligo antag
Cc1csc(NC(=O)c2cccs2)n1	-1.0	94.5*	1.1	0.3	0.1	0.5	53.6*	-4.0	0.22
CCC(C)(C(=O)NC1CCCC1)N(Cc1ccco1)C(=O)c1ccc2c(c1)OCO2 (stereo not drawn)	2.4	37.7	1.1	-3.4	0.6	0.8	20.6	-1.0	0.37
N#CC(=C=[N-])c1nc2ccccc2nc1-[n+]1ccccc1	1.3	-25.8	0.7	-2.0	1.3	1.1	-11.6	-9.0	-0.45
NC(=O)CSc1oc(-c2ccc(F)cc2)nc1S(=O)(=O)c1ccccc1	x	85.2*	0.8	-4.4	0.1	0.6	38.2	2.0	-0.41
CCOC(=O)C(C)Sc1nc(-c2ccco2)cc(C(F)(F)F)c1C#N (stereo not drawn)	-4.9	7.4	1.3	-6.3	0.9	0.8	19.9	-3.0	-0.24
Cc1cc(C(F)F)n2ncc(C(=O)NCCc3ccccc3Cl)c2n1	5.7	73.9*	0.9	0.0	0.3	0.9	9.8	8.0	0.32
O=C(COc1ccc(Cl)cc1)N1CCN(S(=O)(=O)c2ccc(Cl)cc2)CC1	0.8	-21.0	1.1	-2.8	1.2	1	0.1	-6.0	0.38
CCCCN(CC)C(=O)c1cc2cc3ccc(OC)cc3nc2o1	4.2	27.8	0.9	-5.1	0.7	0.9	10.3	0.0	-0.8
CC(C)C1S/C(=N/N=C/c2ccco2)NC1=O (stereo not drawn)	-4.8	20.7	1.1	-5.4	0.8	0.8	22.5	-1.0	0.42
CC(C)CCn1c(CN2CCN(Cc3ccccc3)CC2)nc2c1c(=O)[nH]c(=O)n2C	-11.0	13.6	1.5	2.3	0.9	0.8	24.6	-5.0	0.15
OC(CSc1c(Cl)cccc1Cl)CN1CCN(c2ccccc2F)CC1 (stereo not drawn)	14.2	20.7	1.2	-2.4	0.8	0.7	29.9	4.0	-1.05
CCOc1cc(NC(=O)c2ccco2)c(OCC)cc1NC(=O)c1cc(OC)c(OC)c(OC)c1	-9.4	21.0	1.5	-2.5	0.8	0.4	56.6*	-18.0	0.35
O=C(c1cn(-c2ccccc2)nc1-c1cccs1)N1CCN(c2ccccn2)CC1	10.3	95.5*	1.6	-2.8	0	0	99.6*	-19.0	-0.73
COc1cccc(/C=N/NC(=O)c2[nH]c(C)c(C(=O)N/N=C/c3cccc(OC)c3O)c2C)c1O	9.6	-7.6	2.5*	-11.7	1.1	1.1	-8.0	23.0	-2.3
Cc1nc2cccc(C(=O)NCc3ccccc3)c2o1	0.9	2.9	1	12.6	1	0.4	62.1*	3.0	-0.46

canonical_smiles	EphB4 antag	CYP2C19 inhib	PLAP activator	PostGolgi yeast	CYP2C19 activ	CYP2C9 act	CYP2C9 inhib	E coli WT exp	Pyk2 oligo antag
O=[N+]([O-])c1ccc2nc(-c3ccccc3)n(OCc3ccc(Cl)cc3)c2c1	-4.1	13.4	1.1	-2.6	0.9	0.8	17.8	-7.0	-0.98
COc1ccc(CCNC(=O)Cn2c(=O)n(Cc3ccco3)c(=O)c3ccc(Cl)cc32)cc1OC	x	35.4	1.6	-3.6	0.6	0.6	42.1	-10.0	0.26
COc1ccc(-c2c(=O)n(OCc3ccccn3)c3ccccc3[n+]2[O-])cc1OC	-8.4	x	x	3.7	x	x	x	-13.0	-2.55
Nn1c(CSc2ccccn2)nc2ccccc2c1=O	3.9	32.6	0.7	-1.1	0.7	1	2.3	6.0	0.07
COc1ccc(N2CCN(c3nc(=S)n(-c4ccccc4)c(C)c3C(C)=O)CC2)cc1	6.0	-2.4	1.4	-1.4	1	1.2	-15.9	-10.0	-0.91
O=C1COc2cccnc2N1	5.2	-4.6	1	-0.8	1	1	-2.3	-8.0	-0.43
O=C(COC(=O)C1=COCCO1)Nc1ccc2c(c1)OCO2	-3.1	-5.9	1	-0.5	1.1	1.1	-5.9	5.0	1.6
O=c1/c(=C\c2cccn2-c2ccccc2)sc2nc3ccccc3n12	x	-15.8	1.2	-2.2	1.2	1	3.5	4.0	-1.09
Cc1c2c([n+]3n1CCC3)CC(C)(C)CC2=O	x	-20.3	1	0.8	1.2	1.2	-15.5	-8.0	0.44
CC(SCC(=O)Nc1ccc(S(=O)(=O)N2CCCCC2)cc1)C(=O)O (stereo not drawn)	-0.6	6.6	1.3	-1.1	0.9	0.4	56.3*	0.0	-1.02
Cc1ccc(CON=C2CCN(c3ncc(C(F)(F)F)cc3Cl)CC2)cc1	-4.2	22.8	0.8	-5.0	0.8	0.8	20.8	5.0	0.14
CC(=O)c1nc2ccccc2n1S(=O)(=O)c1ccc(C)cc1	7.9	-0.4	1.1	8.3	1	1.1	-5.1	-3.0	0.67
CCOC(=O)N1CCN(C(=O)CSc2nnc(Cc3cccn3C)n2CCc2ccccc2)CC1	-1.0	5.0	1.5	-3.3	0.9	0.9	11.8	-1.0	0.33
CCOC(=O)c1sc(NC(C)=O)nc1C	4.3	8.2	1	-4.7	0.9	0.9	11.9	-1.0	0.58
CC1CCCN(C(=O)Cn2c(-c3nonc3N)nc3ccccc32)C1 (stereo not drawn)	0.3	35.7	1.1	17.0	0.6	0.8	22.1	4.0	-0.24

canonical_smiles	EphB4 antag	CYP2C19 inhib	PLAP activator	PostGolgi yeast	CYP2C19 activ	CYP2C9 act	CYP2C9 inhib	E coli WT exp	Pyk2 oligo antag
O=C(Nc1ccc2nc(SCc3ccc(Cl)cc3)sc2c1)c1ccccc1C(=O)N1CCOCC1	-2.4	19.8	1.1	-4.5	0.8	1.1	-8.9	-11.0	0.4
Cn1c(=O)c2c(nc(N3CCOCC3)n2C)n(C)c1=O	5.5	2.7	1	4.2	1	1	0.4	-15.0	-0.74
COc1ccccc1-c1nc(NC(C)=O)n[nH]1	-8.6	-7.5	1	3.0	1.1	0.9	10.4	4.0	x
O=C(O)C1CCCN(S(=O)(=O)c2cccc3cccnc23)C1 (stereo not drawn)	x	-11.3	1.1	-3.6	1.1	1.2	-20.2	6.0	x
O=C(Nc1cccnc1)c1noc2c1CCCC2	x	37.5	1.1	4.5	0.6	0.7	35.0	-4.0	0.87
CCNc1nc(NC(C)C)nc(N(C#N)CCOc2ccccc2)n1	2.3	59.8*	1.1	-12.8	0.4	0.6	39.4	-5.0	-2.1
CCN(CC)c1ccc(NC(=O)Nc2cccc(C(C)=O)c2)cc1	-2.7	14.0	1	0.0	0.9	1.2	-21.8	6.0	0.07
O=c1cc(C(Cl)(Cl)Cl)oc2c1ccc1ccccc12	1.9	55.5*	0.8	17.2	0.4	0.4	64.6*	3.0	-0.51
N#Cc1c(-c2ccco2)nc(NCC2CCCO2)[nH]c1=O (stereo not drawn)	0.6	-19.5	1.1	-7.5	1.2	1	2.9	2.0	-0.08
CC(=O)Oc1ccc(C)cc1N1C(=O)c2ccc(C(=O)O)cc2C1=O	-2.3	-15.2	1.1	0.9	1.2	1.2	-17.9	-8.0	0.41
C#CCN1C(=O)C(O)(CC(=O)c2ccc3c(c2)OCCO3)c2ccccc21 (stereo not drawn)	-4.2	76.7*	1	-5.6	0.2	0.8	18.8	10.0	x
O=C(COC(=O)C12CC3CC(CC(C3)C1)C2)Nc1ncc(Cl)cc1Cl	-1.2	79.2*	1	-2.4	0.2	0.8	17.3	-4.0	-0.24
CC1(C)COC(c2cc([N+](=O)[O-])ccc2Cl)=N1	-0.8	28.7	0.8	1.8	0.7	1	-3.4	8.0	1.56
CCC(C)Oc1cccc(OCCCCN2C(=O)NC(C)(C)C2=O)c1 (stereo not drawn)	-0.8	72.4*	1.4	0.6	0.3	0.4	59.2*	5.0	-0.76
COc1cccc(NC2SC(=O)N(c3ccccc3)C2=O)c1 (stereo not drawn)	x	-5.6	0.9	2.4	1.1	0.8	22.4	-5.0	x

# Rewritten with two lines to a compound: part of the list above.
# Order of values: EphB4 antag | CYP2C19 inhib | PLAP activator | PostGolgi yeast | CYP2C19 activ | CYP2C9 act | CYP2C9 inhib | E coli WT exp | Pyk2 oligo antag
O=C(Nc1ccc2nc(SCc3ccc(Cl)cc3)sc2c1)c1ccccc1C(=O)N1CCOCC1
 : -2.4 | 19.8 | 1.1 | -4.5 | 0.8 | 1.1 | -8.9 | -11.0 | 0.4
Cn1c(=O)c2c(nc(N3CCOCC3)n2C)n(C)c1=O
 : 5.5 | 2.7 | 1 | 4.2 | 1 | 1 | 0.4 | -15.0 | -0.74
COc1ccccc1-c1nc(NC(C)=O)n[nH]1
 : -8.6 | -7.5 | 1 | 3.0 | 1.1 | 0.9 | 10.4 | 4.0 | x
O=C(O)C1CCCN(S(=O)(=O)c2cccc3cccnc23)C1 (stereo not drawn)
 : x | -11.3 | 1.1 | -3.6 | 1.1 | 1.2 | -20.2 | 6.0 | x
O=C(Nc1cccnc1)c1noc2c1CCCC2
 : x | 37.5 | 1.1 | 4.5 | 0.6 | 0.7 | 35.0 | -4.0 | 0.87
CCNc1nc(NC(C)C)nc(N(C#N)CCOc2ccccc2)n1
 : 2.3 | 59.8* | 1.1 | -12.8 | 0.4 | 0.6 | 39.4 | -5.0 | -2.1
CCN(CC)c1ccc(NC(=O)Nc2cccc(C(C)=O)c2)cc1
 : -2.7 | 14.0 | 1 | 0.0 | 0.9 | 1.2 | -21.8 | 6.0 | 0.07
O=c1cc(C(Cl)(Cl)Cl)oc2c1ccc1ccccc12
 : 1.9 | 55.5* | 0.8 | 17.2 | 0.4 | 0.4 | 64.6* | 3.0 | -0.51
N#Cc1c(-c2ccco2)nc(NCC2CCCO2)[nH]c1=O (stereo not drawn)
 : 0.6 | -19.5 | 1.1 | -7.5 | 1.2 | 1 | 2.9 | 2.0 | -0.08

# Next section.
canonical_smiles	EphB4 antag	CYP2C19 inhib	PLAP activator	PostGolgi yeast	CYP2C19 activ	CYP2C9 act	CYP2C9 inhib	E coli WT exp	Pyk2 oligo antag
COc1ccc2c(C)cc(SCc3c(C)noc3C)nc2c1	5.8	50.5*	0.9	-12.9	0.5	0.4	57.0*	-12.0	-0.29
O=C(CN1C(=O)c2ccccc2S1(=O)=O)N1CCN(c2ccccc2F)CC1	x	-18.0	0.9	4.9	1.2	1.1	-14.8	-4.0	0.61
Cc1cc(C)c2c(CC(=O)Nc3ccc(Cl)cn3)coc2c1	-1.5	13.1	0.9	-4.2	0.9	1.1	-11.9	-4.0	1.32
COC(=O)c1ccccc1NC(=O)CSc1nnnn1C1CCCCC1	3.9	5.6	1	4.7	0.9	0.7	34.7	-2.0	-1.18
CNC(=O)c1c(NC(=O)c2nc3ccccc3s2)sc2c1CCC2	1.4	4.8	1.6	6.6	1	1.4	-40.2	-17.0	x
CCOCC(=O)Nc1cccc(OC)c1	-11.7	x	x	2.5	x	x	x	11.0	0.41
Cc1ccccc1S(=O)(=O)Cc1ccc(C(=O)N2CCN(c3ncccn3)CC2)o1	x	92.4*	1.4	-2.4	0.1	0.2	84.1*	9.0	-0.2
CCOCCNC(=O)c1ccccc1C(=O)NCCOCC	-2.3	-10.8	1	19.1	1.1	1.1	-5.4	4.0	0.99
CCNC(=O)CC1C(=O)N(c2ccc(F)cc2)C(=O)N1Cc1ccc(OC)cc1 (stereo not drawn)	-5.0	-7.5	1.1	14.1	1.1	1.1	-12.0	0.0	1.4
CN(c1ccc(C(=O)NCc2ccco2)cc1)S(C)(=O)=O	-2.2	-7.2	1	10.6	1.1	1.1	-8.9	14.0	-0.46
COc1cccc(C2CC(C(F)(F)F)n3nc(C(=O)NCc4cccnc4)cc3N2)c1 (stereo not drawn)	-0.3	-11.1	1	-0.8	1.1	1.2	-24.0	-4.0	0.37
